S2 tox: Viability Counterscreen for Primary qHTS for Inhibitors of ATXN expression; AID 651635, 2014; 400,000 tested, 0.49% active; S2 cells (HEK-293 line with an ATXN2-luciferase reporter) viability, CellTiter-Fluor protease fluorescence, 24 h; Potency, µM (titrated, usually from 56.7 µM), most hits filed as cytotoxic; further: potency means the concentration at half of the fitted maximal effect; nearly all actives have a fitted effect of over 40% in size
KB-3-1 tox: qHTS assay for MDR1-selective chemotherapeutics: Primary screen using the parental adenocarcinoma cell KB-3-1; KB-3-1 viability, CellTiter-Glo ATP luminescence, 72 h; Potency, µM (top dose mostly 46.1 µM), inactives show at the highest dose activity change, negative = cytotoxic, actives largely listed as cytotoxic; 400,000 tested, 1.4% active; AID 1347075, 2019; further: potency means the concentration at half of the fitted maximal effect; on the % scale 0 is the no-effect control and ±100 the full control effect; nearly all actives have a fitted effect of over 60% in size
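Cytotoxicity measured as CellTiter-Glo luminescence after 72 h at 37 C. Compound titrations were pinned onto drug-naive KB-3-1 parental adenocarcinoma cells grown in DMEM with 10% FBS, and normalized data fitted to concentration-response curves.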
KB-V1 cytotox: qHTS assay for MDR1-selective chemotherapeutics: Primary screen using the drug-selected MDR subline cells KB-V1 | KB-V1 MDR cells viability, CellTiter-Glo, 72 h | Potency, µM (doses to about 46.1 µM), inactives show top-dose activity change, negative = cytotoxicity, actives largely listed as cytotoxic | 400,000 tested, 3.4% active; further: potency means the concentration at half of the fitted maximal effect; on the % scale 0 is the no-effect control and ±100 the full control effect; nearly all actives have a fitted effect of over 60% in size
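Following 72 h at 37 degrees C with compound, KB-V1 cell viability was read by CellTiter-Glo luminescence, medium being phenol-red-free DMEM plus 10% FBS; concentration-response parameters came from normalized, curve-fitted qHTS data.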
HT1080 IDH1KD tx: qHTS for induction of synthetic lethality in tumor cells producing 2HG: qHTS for the HT-1080-IDH1KD cell line. HT-1080 IDH1 knockdown viability, ATP luminescence, 48 h. Potency, µM (top dose mostly 46.1 µM), for inactives: top-dose activity, negative = toxicity, hits mostly cytotoxic. 360,000 tested, 2% active;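 further: potency means the concentration at half of the fitted maximal effect; 0% = DMSO wells and -100% = cell-free medium wells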
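Knockdown cells (IDH1KD HT-1080) received compounds 2 h after plating at 750 cells/well and were kept 48 h at 37 °C in 5% FBS RPMI. A CellTiter-Glo luminescence read gave % activity for curve fitting.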
IL1B secr inh: qHTS for Inhibitors of Inflammasome Signaling: IL-1-beta AlphaLISA Primary Screen. THP-1 LPS/ATP IL-1B secretion, AlphaLISA, 16 h; hits give low values. activity change, % at 57.5 µM. 360,000 tested, 4.7% active. AID 743279, 2014; in the data active means activity change below about -50%; inconclusive means mostly about -30% to -49%; further: on the % scale 0 is the no-effect control and ±100 the full control effect
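Secreted IL-1B measured by AlphaLISA bead assay after 16 h compound exposure of THP-1 cells; compounds (final up to 57.5 uM) added 1 h before LPS (250 ng/mL) and ATP (1.25 mM) stimulation; lower signal means less secretion.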
HT1080NT lethal: qHTS for induction of synthetic lethality in tumor cells producing 2HG: qHTS for the HT-1080-NT fibrosarcoma cell line. AID 686970, 2013. 360,000 tested, 1.6% active. Potency, µM (highest dose often 46.1 µM), for the others: at the top dose activity, negative = less viability, usual class: cytotoxic. HT-1080-NT fibrosarcoma viability, CellTiter-Glo ATP luminescence, 48 h;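 further: NT is the 2HG producing partner of a matched IDH1 knockdown line; potency means the concentration at half of the fitted maximal effect; 0% = DMSO-treated cells and -100% = media-only wells without cells; nearly all actives have a fitted effect of over 55% in size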
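Viability of the 2HG-overproducing fibrosarcoma line after 48 hours of compound exposure at 37 degrees C was determined by luminescence with CellTiter-Glo, and concentration-effect curves were then fitted and categorized.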
SW480 rerep: A quantitative high throughput screen for small molecules that induce DNA re-replication in SW480 colon adenocarcinoma cells | SW480 DNA re-replication, Hoechst DNA content imaging, 48 h | Potency, µM (titrated, usually from 46.1 µM), inactives show top-dose re-replication activation, actives largely listed as activators | 340,000 tested, 1.8% active; further: potency means the concentration at half of the fitted maximal effect; % of control where 0% means no effect; nearly all actives have a fitted effect of over 55% in size
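First, 250 cells per well were seeded. Next, compound or vehicle (23 nL) was pinned in, plates sat 48 hr at 37 C. Finally Hoechst was added for 40 min before fluorescence scanning.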
MCF10A rereplic: A quantitative high throughput screen for small molecules that induce DNA re-replication in MCF 10a normal breast cells; MCF 10A DNA re-replication, Hoechst nuclear intensity, 48 h; 350,000 tested, 2.9% active; Potency, µM (top dose mostly 46.1 µM), for inactives: at the top dose activity, positive = re-replication, usual class: activators; AID 624296, 2012; further: potency means the concentration at half of the fitted maximal effect; % of control where 0% means no effect; nearly all actives have a fitted effect of over 50% in size
ATXN2 expr inh: Primary qHTS for Inhibitors of ATXN expression | 360,000 tested, 0.72% active | Potency, µM (doses to about 57 µM), inactives show at the highest dose activity change, negative = inhibition, hits mostly inhibitors | HEK-293 ATXN2-luciferase reporter, luminescence, 24 h | AID 1745845, 2022; further: potency means the concentration at half of the fitted maximal effect; on the % scale 0 is the no-effect control and ±100 the full control effect; nearly all actives have a fitted effect of over 55% in size
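ATXN2-luciferase reporter cells (luciferase flanked by upstream and downstream ATXN2 gene portions) were treated 24 h at 37 °C with compounds at up to 57 uM. SteadyGlo luminescence gave expression; GF-AFC fluorescence gave viability.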
An asterisk follows results filed as active; i = inactive; ? = inconclusive; . = not tested or not shown; [ ] = another dose, or the depositor's remark. Unless noted, the call rests on the fitted dose curve; in most records, active means well fitted curve in the direction sought with a large enough effect; inconclusive means small, poorly fitted or top-dose-only effect, or another doubt; inactive means no such curve, though single readings can be large; an effect the other way counts as inactive or inconclusive.

SMILES	S2 tox	KB-3-1 tox	KB-V1 cytotox	HT1080 IDH1KD tx	IL1B secr inh	HT1080NT lethal	SW480 rerep	MCF10A rereplic	ATXN2 expr inh
CCOC(=O)c1sc2c(c1C)c(=O)n(Cc1ccccc1)c(=O)n2CCN(C)C	i	-4%	-16%	-21%	-19	-13%	7%	2%	-22%
Cc1noc(C)c1C(=O)OCC(=O)c1c[nH]c2ccccc12	i	13%	-12%	1%	4	0%	1%	0%	15%
Cc1ccc(C(C(=O)NC2CCCC2)N(C(=O)CCC(=O)Nc2cc(C)on2)c2ccccc2)cc1 (configuration not stated)	i	0%	0%	18%	6	8%	-1%	0%	-4%
Cc1ccc(C(=O)NC2CCN(S(=O)(=O)c3ccccc3F)CC2)cc1	i	0%	-14%	-4%	-10	3%	?	?	-3%
CCOC(=O)c1c(C)[nH]c(C)c1C(=O)COC(=O)COc1ccc(Cl)c(C)c1	i	14%	?	9%	22	2%	-5%	-1%	-2%
C/C(=N\NC(=S)NC(C)C)c1ccccc1OC(F)F	i	-12%	?	16%	18	18%	-5%	-12%	-19%
COc1ccc(CNC(=O)Cn2cc(C(F)(F)F)ccc2=O)cc1	i	22%	-5%	8%	-11	9%	.	-7%	-2%
CCN(C(=O)Cc1c(C(=O)O)[nH]c2ccccc12)c1cc(OC)ccc1OC	i	5%	11%	0%	46	2%	-3%	4%	3%
Cc1ccc(C)c(NC(=O)C2CCN(c3nn4c(=O)cc(C)nc4s3)CC2)c1	i	7%	13%	.	.	.	.	.	-5%
CC(C)(C)NC(=O)C[C@H]1C[C@H](C(=O)N2CCOCC2)[C@@]2(CCC3CCCC3)c3[nH]c4cc(-c5ccco5)ccc4c3CCN2C1=O	?	?	?	?	-20	-29%	-14%	10%	?
COc1ccccc1N/C(=N/S(=O)(=O)c1ccc(Cl)cc1)c1ccccc1	i	2%	-10%	-22%	-14	7%	2%	-2%	-6%
COc1ccc(OC)c(NC(=O)CNC(=O)Cn2cnc3ccccc3c2=O)c1	i	-1%	12%	11%	-8	13%	-1%	-3%	2%
COc1ccccc1CCNC(=O)C(=O)NCC1OCCN1S(=O)(=O)c1cc(F)ccc1F (configuration not stated)	?	13%	0%	4%	-4	-2%	-10%	10%	-24%
Cc1ccccc1OCC(=O)O/N=C(\N)Cc1cccs1	i	-6%	6%	8%	-3	0%	-7%	-11%	35%[activator]
CCc1ccc(/C=C2\CN(CC)Cc3c2nc2ccccc2c3C(=O)O)cc1	i	0%	-1%	4%	0	1%	-2%	0%	-2%
Cc1nnc(SCC(=O)Nc2ccccc2F)n1Cc1ccco1	i	-6%	-30%	-1%	-27	0%	0%	-2%	.
COc1ccc(OCC(=O)N(Cc2ccc(C)o2)C2CCS(=O)(=O)C2)cc1 (configuration not stated)	i	?	0%	7%	9	19%	9%	0%	3%
Cc1nc(NC(=O)COC(=O)C2CC3CCCC(C2)C3=O)c(Cl)cc1Cl (configuration not stated)	i	11%	0%	21%	4	-1%	-9%	10%	-1%
O=C(NCc1cccs1)C1CC(O)CN1C(=O)Nc1ccccc1 (configuration not stated)	i	22%	20%	12%	4	3%	-14%	-13%	8%
COc1cc(NC(=O)c2cccc(Cl)c2)ccc1NC(=O)c1cccs1	i	3%	-27%	-3%	.	10%	-5%	23%	.
Cc1cc(NS(C)(=O)=O)c(=O)n(Cc2c(F)cccc2Cl)c1	i	-8%	-12%	5%	4	-1%	-10%	5%	.
CCn1cc(C2=NOC(C(=O)Nc3cc(OC)c(Cl)cc3OC)C2)c(C)n1 (configuration not stated)	i	5%	-14%	-14%	15	3%[9.24 µM]	1%	-2%	-17%
COc1ccc(-c2csc3ncnc(Nc4ccc(O)cc4)c23)cc1	i	-9%	-12%	-2%	0	-2%	0%	5%	.
O=C1NC[C@@H](CCCCN2C[C@H](Cc3ccccc3)N(CC3CCCCC3)C(=O)C2=O)N(CCc2ccccc2)C1=O	?	0%	120%	7%	-9	7%	.	.	1%
O=C(NCc1ccco1)C(=S)N1CCCC1	i	1%	2%	-2%	5	2%	0%	-4%	-1%
COc1cccc(/C=C/C(=O)OCC(=O)NCc2ccc(Cl)cc2)c1	i	10%	-1%	-21%	12	-19%	-10%	7%	19%[11.3 µM]
CCOC(=O)C1(C)Oc2ccc(S(=O)(=O)CC)cc2NC1=O (configuration not stated)	i	8%	0%	10%	21	3%	-1%	9%	5%
S=C(NCc1ccco1)Nc1ccc2c(c1)OCCO2	i	5%	3%	2%	2	15%	-36%[inhibitor]	-39%[inhibitor]	30%
CCCCOC(=O)c1ccc(NS(=O)(=O)c2c(C)nc3scc(C)n3c2=O)cc1	i	-7%	8.2µM*	.	.	.	.	.	-8%
COC(=O)c1c(NC(NC(=O)C(C)C)C(Cl)(Cl)Cl)sc2c1CCCC2 (configuration not stated)	i	-1%	-9%	-2%	0	8%	0%	8%	0%
COc1ccc(NCC(=O)Nc2cccc(S(=O)(=O)N3CCCC3)c2)cc1Cl	?	-22%	-6%	-18%	-12	-14%	2%	0%	?
CC(C)(C)c1cc(NC(=O)COC(=O)c2nccnc2N)n(-c2ccccc2)n1	?	.	.	-1%	9	1%	-5%	-2%	0%
CCCCCCOc1ccc(C(=O)O)cc1C#N	i	7%	-6%	-2%	0	0%	0%	18µM*	3%
COc1ccc(C(=O)Oc2ccc3oc(=O)sc3c2)cc1	i	3%	19%	2%	-6	-1%	-2%	-3%	-4%
Cc1cc(NS(=O)(=O)c2ccc(NC(=S)NC(=O)c3ccncc3)cc2)no1	i	18%	-6%	1%	34	4%	-10%	-3%	10%
COc1ccc(C2C(C(C)=O)=C(O)C(=O)N2CCc2ccccc2)c(OC)c1 (configuration not stated)	i	2%	0%	-12%	7	2%	-1%	-1%	-5%
O=C(Cn1nnc(-c2ccccc2)n1)Nc1ccc2c(c1)OCO2	i	0%	7%	-4%	-7	-5%	-5%	-3%	4%
COC(=O)CCCC1=CC2=CC(=O)C(C)(OC(=O)c3cccs3)C(=O)C2=CN1C1CCCC1 (configuration not stated)	i	-8%	0%	8%	-12	0%	?	12%	0%
NC(=O)c1ccccc1OCc1nc2ccccc2s1	i	-5%	-4%	-10%	24	-6%	-34%[inhibitor]	-7%	-6%
CC(=O)Oc1ccc(C(=O)[C@H]2[C@H]3C(=O)N(c4ccccc4)C(=O)[C@H]3[C@@H]3C=CC=NN32)cc1	i	22%	-9%	-4%	15	1%	5%	2%	-1%
O=c1[nH]c2cc3c(cc2cc1CN(CCCO)Cc1nnnn1Cc1ccc(F)cc1)OCO3	i	-3%	6%	-8%	-8	-3%	-1%	1%	-6%
CC(=O)c1ccc(NC(=O)Nc2cccnc2)cc1	i	2%	-9%	-3%	-17	-2%	-14%	?	16%
CCc1ccccc1NC(=O)CN1C(=O)C2CCCN2c2ncc(Cl)cc21 (configuration not stated)	i	-2%	15µM*	4%	-9	5%	10%	?	0%
O=C(NNC1=Nc2ccccc2SC1)c1ccc(Cl)cc1	?	?	?	?	57	?	18µM*	?	14µM*
O=S(=O)(Nc1cccc(-c2ccc3nncn3n2)c1)c1cccc(F)c1	i	-4%	-3%	0%	10	-5%	-2%	9%	5%
COC(=O)/C=C1\N/C(=N\c2nc(C)cc(C)n2)N(c2ccc(Cl)cc2)C1=O	i	-20%	-11%	1%	.	-1%	5%	-1%	-19%
CCc1nc2c(OCc3cc(Cl)cc(Cl)c3)cccn2c1N(C)C(=O)c1cccc(OC)c1	?	0%	-1%	?	-56*	?	.	.	?
CCOC(=O)N1CCN(CC(=O)c2ccc3c(c2)CCN3)CC1	i	-17%	1%	10%	0	-16%	-4%	-5%	5%

Entries listed above marked active in IL1B secr inh:
molecule | IL1B secr inh
CCc1nc2c(OCc3cc(Cl)cc(Cl)c3)cccn2c1N(C)C(=O)c1cccc(OC)c1 | -56*

Going on with the list:
SMILES	S2 tox	KB-3-1 tox	KB-V1 cytotox	HT1080 IDH1KD tx	IL1B secr inh	HT1080NT lethal	SW480 rerep	MCF10A rereplic	ATXN2 expr inh
COc1ccc(-c2nnc(SCC(=O)Nc3ncc(C)s3)n2-c2ccccc2)cc1OC	i	21µM*	?	?	8	?	16µM*	13µM*	25%
Cc1ccc(NC(=O)c2ncn(CC(=O)NCC(C)c3ccccc3)n2)cc1C (configuration not stated)	i	0%	0%	0%	20	3%	1%	-5%	15%
O=C(Nc1ccccc1-c1nc2ccccc2s1)c1ccc(Br)o1	?	?	-33%	-1%	25	16%	-6%	5%	?
O=C(/C=C/c1ccccc1[N+](=O)[O-])Nc1cc(S(=O)(=O)N2CCOCC2)ccc1N1CCOCC1	i	?	4%	0%	-9	5%	-1%	?	.
COCCN(C(=O)COC(=O)C(c1ccccc1)c1ccccc1)c1c(N)n(Cc2ccccc2)c(=O)[nH]c1=O	i	3%	2%	4%	-26	5%	10%	-1%	9%
Cc1ccc(NC(=O)CCc2c(C)nc3cc(-c4ccccc4)nn3c2C)cc1F	i	14%	4%	.	.	.	.	.	-35%

Some of these compounds in order of the IL1B secr inh value, low to high.
molecule	IL1B secr inh
COCCN(C(=O)COC(=O)C(c1ccccc1)c1ccccc1)c1c(N)n(Cc2ccccc2)c(=O)[nH]c1=O	-26
COc1ccc(-c2nnc(SCC(=O)Nc3ncc(C)s3)n2-c2ccccc2)cc1OC	8
O=C(Nc1ccccc1-c1nc2ccccc2s1)c1ccc(Br)o1	25
